# Screening data as filed in PubChem.
# SKN-1 block = suppressors of acrylamide-induced Pgst-4::GFP reporter in worms, primary screen, SKN-1 inhibitor project, whole organism, uHTS, GFP/RFP fluorescence ratio, strain VP596 | C. elegans VP596 Pgst-4::GFP/RFP ratio, 24 h | inhibition, % at 21.8 µM | 360,000 tested, 0.49% active | AID 624304, 2012;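 active = interference check ratio from 0.5 to 1.5 plus GFP to RFP signal ratio inhibition reaching or exceeding a fixed threshold, cut at about 30% in these data, passing the limit was not always enough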; also: some compounds called inactive have numbers as strong as hits
# Neddyl block = inhibitors of cullin neddylation, primary screen, biochemical, TR-FRET, uHTS, NAE and Ubc12; AID 651699, 2012; NEDD8-conjugating enzyme Ubc12 (Homo sapiens) + NEDD8-activating enzyme E1 regulatory …; calls only at 25 µM; 360,000 tested, 0.58% active; in the data active = inhibition above about 36%
# FAS-TE inh = FAS thioesterase domain inhibitors, primary screen, biochemical, fluorescence intensity, uHTS; recombinant FAS-TE, OMFH fluorogenic substrate, fluorescence endpoint; 360,000 tested, 0.67% active; Fatty acid synthase (Homo sapiens), P49327; inhibition, % at 15 µM;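 active = compounds whose normalised, plate-corrected inhibition of enzyme fluorescence in the single-dose primary screen is 50% or more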;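 also: 0% = DMSO with enzyme and 100% = substrate without enzyme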
# Rin1 Abl inh = inhibitors of Rin1-Abl protein binding, primary screen, biochemical, TR-FRET; Tyrosine-protein kinase ABL1 (Homo sapiens) + Ras and Rab interactor 1 (Homo sapiens), …; inhibition, % at 7.35 µM; 360,000 tested, 0.4% active; in the data active = inhibition above about 5%, passing the limit was not always enough
# eLon inh = inhibitors of E. coli Lon protease, primary screen, biochemical, fluorescence polarization. 360,000 tested, 0.42% active. AID 602123, 2011. P0A9M0. inhibition, % at 7.94 µM. purified E. coli Lon protease; in the data active = inhibition above about 13%, passing the limit was not always enough;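 also: 0% = enzyme with probe and DMSO and 100% = no enzyme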
# MsrA act = bovine MsrA enzyme activators, primary screen, biochemical, absorbance, HTS. Methionine sulfoxide reductase A (Bos taurus). purified bovine MsrA, absorbance read-out. activation, % at 10.6 µM. 360,000 tested, 0.3% active. AID 602163, 2012; in the data active = activation above about 7.5%;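 also: 0% = vehicle and 100% = reference activator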
# MsrA inhibitor = bovine MsrA enzyme inhibitors, primary screen, biochemical, absorbance, HTS | Methionine sulfoxide reductase A (Bos taurus) | purified bovine MsrA, absorbance read-out | inhibition, % at 15.5 µM | 360,000 tested, 0.75% active | AID 651718, 2012; in the data active = inhibition above about 4.5%;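 also: 0% = vehicle wells with enzyme and 100% = reference inhibitor wells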
# NRP1-CendR mod = modulators of CendR peptide binding to NRP-1, primary screen, biochemical, fluorescence polarization, uHTS. 360,000 tested, 0.85% active. FAM-RPARPAR peptide binding to NRP-1. Neuropilin-1 (Homo sapiens), O14786. inhibition, % at 25 µM;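 active = inhibition or corrected inhibition above about 18%, plus a signal ratio from 0.5 to 1.5, limit read from the data, passing the limit was not always enough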; also: strong numbers were not always called active
# Target sequence (O14786 whole entry, looked up): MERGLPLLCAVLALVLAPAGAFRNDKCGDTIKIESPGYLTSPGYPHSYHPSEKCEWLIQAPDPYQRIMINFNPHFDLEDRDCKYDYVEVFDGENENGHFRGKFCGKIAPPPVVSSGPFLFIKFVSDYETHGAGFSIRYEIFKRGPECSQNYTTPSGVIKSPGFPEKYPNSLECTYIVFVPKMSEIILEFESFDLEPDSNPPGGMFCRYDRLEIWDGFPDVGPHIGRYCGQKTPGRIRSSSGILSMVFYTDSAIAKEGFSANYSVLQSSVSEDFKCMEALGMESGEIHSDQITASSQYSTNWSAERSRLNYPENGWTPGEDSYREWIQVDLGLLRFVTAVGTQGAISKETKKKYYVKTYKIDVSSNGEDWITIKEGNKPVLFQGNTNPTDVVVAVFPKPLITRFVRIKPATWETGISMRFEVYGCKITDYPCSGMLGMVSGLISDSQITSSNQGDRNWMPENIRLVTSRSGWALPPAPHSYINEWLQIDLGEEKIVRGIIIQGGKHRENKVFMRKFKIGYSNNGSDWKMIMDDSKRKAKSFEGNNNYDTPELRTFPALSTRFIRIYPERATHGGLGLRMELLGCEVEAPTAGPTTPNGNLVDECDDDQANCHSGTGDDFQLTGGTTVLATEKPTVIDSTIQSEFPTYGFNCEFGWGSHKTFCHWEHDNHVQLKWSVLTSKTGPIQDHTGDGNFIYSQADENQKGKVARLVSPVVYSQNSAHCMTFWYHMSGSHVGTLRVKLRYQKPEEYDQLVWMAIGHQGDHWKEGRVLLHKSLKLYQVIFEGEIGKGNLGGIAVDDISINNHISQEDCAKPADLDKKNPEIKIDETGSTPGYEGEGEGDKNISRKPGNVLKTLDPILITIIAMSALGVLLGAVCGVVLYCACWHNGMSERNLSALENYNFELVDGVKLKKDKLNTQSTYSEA
# MT1-MMP act inh = blockers of MT1-MMP proenzyme processing, primary screen, HT1080 RFP-PRO-GFP cells, GFP/RFP fluorescence; Matrix metalloproteinase-14 (Homo sapiens), P50281; GFP/RFP ratio fluorescence, overnight; percent of plate control window, DMSO zero; 360,000 tested, 0.061% active; GFP/RFP ratio change, % at 20 µM; AID 651647, 2012;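 active = GFP/RFP ratio change of at least 30% with cell ATP level not reduced by more than half and red fluorescence within 50% of control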; also: strong numbers were not always called active
#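 Assay system – RFP-PRO-GFP reporter HT1080 cells · Compound dosing – single dose of 20 µM compound, 1% DMSO final · Incubation – overnight compound exposure at 37 °C · Measure – GFP/RFP fluorescence ratio · Benchmarks – DMSO wells and RFP-L50D-GFP cells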
# * marks the source's active call; other numbers are inactive results; i = inactive; · = not tested or not shown; + = active, no number.
# Order of values: FAS-TE inh	Rin1 Abl inh	SKN-1 block	MT1-MMP act inh	MsrA inhibitor	eLon inh	NRP1-CendR mod	Neddyl block	MsrA act
- CCOC(=O)C1CCN(c2ncnc3c2cnn3-c2ccc(OC)cc2)CC1
→ 1	-2	-8	2	-1.1	5	5	·	-10
- CCCC(=O)N=C1SC2CS(=O)(=O)CC2N1c1ccc(CC)cc1 (centres undefined)
→ 0	0	3	3	0.1	-9	1	i	1
- COc1ccc(C(=O)C(Sc2nnc(C)c(=O)[nH]2)c2ccc(OC)cc2)cc1 (centres undefined)
→ -3	-6	8	-3	1.3	3	-9	i	-10
- Cc1ccc(NC(=O)C2C(=O)N(CCO)C3(C)CC2c2ccccc2O3)cc1 (centres undefined)
→ -6	-1	2	-3	0.5	-3	3	i	-3
- CCC(C)(C)NC(=O)CN(Cc1ccc2c(c1)OCO2)C(=O)CCC(=O)Nc1ccccn1
→ -7	1	28	3	-0.2	-4	-9	i	-2
- CCCN1C/C(=C/c2cccc([N+](=O)[O-])c2)C(=O)/C(=C/c2cccc([N+](=O)[O-])c2)C1
→ 16	0	4	-16	0.5	2	12	i	-1
- Cc1ccc(S(=O)(=O)N2CCC(C(N)=O)CC2)cc1C(=O)NC1CCCCC1
→ -6	0	2	4	0.0	9	0	i	-6
- O=C(CSc1n[nH]c(-c2ccncc2)n1)Nc1ccccc1C(F)(F)F
→ -4	1	15	-7	0.1	1	10	i	-2
- Cc1cccc(NC(=O)NNC(=O)c2cc3occc3[nH]2)c1C
→ -4	0	10	2	-0.2	3	20	i	-5
- Cc1cc(=O)[nH]c(-c2ccc(C(F)(F)F)cc2)n1
→ -6	1	-9	0	-0.4	-3	2	i	-2
- COc1cccc(CNC(=O)CCC2CCCN(C(=O)c3ccccc3N(C)C)C2)c1 (centres undefined)
→ 1	-4	0	-1	-0.5	-3	-6	i	-3
- COc1ccc(C(=O)CSc2nnc(NC(=O)C3CC(=O)N(c4ccccc4C)C3)s2)cc1 (centres undefined)
→ -6	-4	5	0	0.0	-10	-1	i	-2
- O=C(CN1C(=O)NC2(CCCCC2)C1=O)NCC(=O)Nc1ccc(F)c(F)c1
→ -5	2	-7	-2	-0.3	-14	-14	i	-8
- O=C(NCCCN1CCN(c2cccc(Cl)c2)CC1)C1(S(=O)(=O)c2ccc(Cl)cc2)CC1
→ 2	1	-15	6	-0.6	3	2	i	-2
- O=C(Nc1ccc(Cl)c(Cl)c1)Nn1cnnc1
→ -17	1	1	-2	-0.1	-8	2	i	0

# Profiles, quoted from the list:
# O=C(Nc1ccc(Cl)c(Cl)c1)Nn1cnnc1 across the screens: FAS-TE inh = -17; Rin1 Abl inh = 1; SKN-1 block = 1; MT1-MMP act inh = -2; MsrA inhibitor = -0.1; eLon inh = -8; NRP1-CendR mod = 2; Neddyl block = i; MsrA act = 0
# CCC(C)(C)NC(=O)CN(Cc1ccc2c(c1)OCO2)C(=O)CCC(=O)Nc1ccccn1 across the screens: FAS-TE inh = -7; Rin1 Abl inh = 1; SKN-1 block = 28; MT1-MMP act inh = 3; MsrA inhibitor = -0.2; eLon inh = -4; NRP1-CendR mod = -9; Neddyl block = i; MsrA act = -2

# (cont.)
# Order of values: FAS-TE inh	Rin1 Abl inh	SKN-1 block	MT1-MMP act inh	MsrA inhibitor	eLon inh	NRP1-CendR mod	Neddyl block	MsrA act
- COc1ccc(C2=C(CC(=O)O)C(=O)CC2)cc1
→ -7	-4	-2	3	1.4	-10	-4	i	1
- Cc1cccc(N2CCN(C(=O)c3ccc(CS(=O)Cc4cccc(Cl)c4)o3)CC2)c1C (centres undefined)
→ 21	-2	-8	-1	0.2	-8	12	i	-3
- COc1ccc(NC(=O)CN(C)C(=O)CCSc2ccc(C)cc2)cc1
→ -1	0	-9	1	1.0	-11	6	i	0
- CCOC(=O)Cn1c(=O)oc2cc(S(=O)(=O)N3CCN(C(=O)c4ccco4)CC3)ccc21
→ -6	-2	-6	-4	-0.3	-5	-31	i	-2
- Cc1cccc(NNC(N)=S)c1
→ -7	3	-9	-2	-1.6	3	7	i	-1
- CCOc1ncccc1C(=O)N(C)CC(=O)Nc1ccc(F)cc1
→ -14	-1	-3	2	-1.0	-5	-7	i	-4
- CS(=O)(=O)c1ccc(Cl)c(NC(=O)CCCc2nc3ccccc3c(=O)[nH]2)c1
→ -6	1	7	2	0.6	-3	8	i	-4
- Cc1ccc(S(=O)(=O)Nc2c(C)nc3nc(C)[nH]n3c2=O)c(C)c1
→ -7	4	0	2	0.7	11	3	i	-4
- Cn1cc([N+](=O)[O-])c(C(=O)NCc2ccccc2)n1
→ -3	-3	-11	0	-2.0	-1	21	i	-3
- CCOc1ccc(CNC(=O)C2CCCN(S(=O)(=O)N3CC(C)CC(C)C3)C2)cc1OC (centres undefined)
→ -2	4	-1	1	0.4	0	3	i	1
- Cc1c(NC(=O)c2nn(CC(C)C)c(=O)c3ccccc23)c(=O)n(-c2ccccc2)n1C
→ -2	0	2	7	0.6	-10	7	i	-4
- C/C(CC(=O)Nc1cc(C)ccn1)=N\NC(=O)c1ccccc1C
→ -2	0	7	-1	-1.2	-4	-3	i	-1
- CC(C)Cn1c(SCC(=O)O)nnc1-c1cccc(S(=O)(=O)N2CCOCC2)c1
→ -5	0	-9	-1	0.8	-2	5	i	1
- Cc1ccc(C(=O)NCC(=O)OCC(=O)N(CC(C)C)c2c(N)n(Cc3ccccc3)c(=O)[nH]c2=O)cc1C
→ -2	5	10	4	-0.6	-3	10	i	-3
- O=C(COC(=O)CNC(=O)c1cccs1)Nc1ccccc1C(F)(F)F
→ -3	2	-4	0	0.0	-2	6	i	-4
- CCC(C)N1C(=S)SC(C)(C)C1N(O)C(=O)NC1CCCCC1 (centres undefined)
→ -1	-1	2	-5	0.5	1	-17	i	-4
- Cc1nc(N)ncc1C(=O)Nc1ccccc1
→ -5	1	5	-1	-0.3	-5	1	i	-3
- CC1=CC=CC2=NC(=O)CC(C)(C(=O)O)N12 (centres undefined)
→ -4	3	3	-3	1.1	-1	-6	·	-2
- CCOc1ccc(C(=O)Nc2ccccc2CC)cc1[N+](=O)[O-]
→ 3	3	25	-2	1.1	3	-2	i	4
- CC12CCC(C(=O)NCc3ccco3)(OC1=O)C2(C)C (centres undefined)
→ -7	2	14	-3	0.1	-3	-6	i	-3
- Cc1cc(C)c(-n2[nH]nnc2=S)c(C)c1
→ -6	-2	-17	-1	-0.1	-4	11	i	-1
- COc1ccc(C(=O)NNC(=O)c2ccc(C(C)(C)C)cc2)cc1
→ -7	1	7	1	2.7	1	5	i	-2
- CCN(CC(=O)Nc1c(F)cccc1F)C(=O)c1ccccc1F
→ -5	5	21	3	-1.2	1	0	i	-2
- CCOC(=O)C1(P(=O)(c2ccc(Cl)cc2)c2ccc(Cl)cc2)CCC1
→ 2	1	11	-8	-0.3	3	6	i	-2
- O=C(CCCCC(=O)NC1CCCC1)NC1CCCC1
→ -8	-1	8	1	2.5	-6	-8	i	-3
- S=c1[nH]nc(COc2ccccc2)n1/N=C/c1ccc(Br)s1
→ 9	-6	2	4	0.8	-8	4	i	7
- Cc1ccc(OCc2nc(-c3ccc(-n4cccc4)cc3)no2)cc1C
→ -7	5	-8	9	-1.2	-2	-9	i	-8
- O=C(Cc1ccccc1)NCCc1cn2ccsc2n1
→ -6	2	8	-5	0.9	-6	-1	i	1
- CCCn1c(SCC(=O)Nc2ccc(OCC)cc2)nnc1C(C)C
→ -6	-4	8	-2	-0.2	-2	0	i	-8
- O=C(CN(C(=O)Cn1nnc(-c2ccc(F)cc2)n1)c1ccc(F)cc1)NC1CCCC1
→ 21	0	-5	-2	-0.4	18*	3	i	-3
- CCCN1C(=O)/C(=C\c2ccncc2)SC1=Nc1ccccc1
→ 10	-3	7	2	1.6	-6	2	i	0
- CC1=C(C(=O)N(C(C)C)C(C)C)CC(CC(=O)NC(c2ccccc2)c2ccccc2)C(=O)N1CCCN1CCCC1=O (centres undefined)
→ -2	2	4	0	-1.3	-12	-2	i	-2
- CCC1(c2ccccc2)NC(=O)N(CC(=O)NNC(=O)COc2ccc(Cl)cc2C)C1=O (centres undefined)
→ -2	1	-14	0	0.5	-13	-3	i	-2
- O=C1C=C(c2cc(C(F)(F)F)cc(C(F)(F)F)c2)C[C@@H](c2ccc(Cl)cc2)C1
→ 26	2	17	0	0.6	0	-11	i	-2
- O=C(COc1ccccc1)N1CCN=C1SCc1cccnc1
→ -4	0	33	-11	0.5	7	2	i	0
- CCn1c(SCC(=O)Nc2ccc(N3CCOCC3)cc2)nnc1C1CC1
→ -10	3	3	-1	0.0	-4	17	i	-2
- c1ccc(COn2c(-c3ccccc3)nc3c2CCc2nonc2-3)cc1
→ 4	1	22	-7	-0.9	-2	-6	i	-7
- Cc1ccc2nc(-c3ccc(O)cc3)oc2c1
→ -3	0	-10	2	1.4	-13	-40	·	-5
- O=C(O)c1cccc(S(=O)(=O)NCc2cccs2)c1
→ -7	2	-10	0	-1.3	-1	0	i	-11
- Cc1ccc(N2C(=O)C3CCCN3C2=S)c(C)c1 (centres undefined)
→ -7	3	5	1	-0.6	2	1	i	-2
- N#Cc1nc(-c2cccc3ccccc23)oc1NCCN1CCOCC1
→ 23	-3	14	0	·	-1	4	·	-9
- O=C(NC1CC1)c1ccc(-c2nc3ccccc3s2)s1
→ -2	-2	-1	6	3.7	2	5	i	-6
- COC(=O)COc1ccc2c(-c3ccc(OC)cc3)cc(=O)oc2c1
→ -1	3	16	0	0.5	-2	9	i	-12
- Cc1cc2oc(C(=O)Nc3ccc(S(=O)(=O)Nc4nccs4)cc3)cc(=O)c2cc1Cl
→ 5	2	2	-3	2.8	-3	-52	i	-4
- Cc1cccc([C@@H]2[C@@H]3C(=O)N(Cc4ccccc4)C(=O)[C@@H]3[C@]3(CC(C)C)C(=O)N(c4cccc(F)c4)C(=O)N23)c1
→ 72*	2	1	-9	-0.4	-5	1	i	1
- Cc1cc(=O)n2nc(N3CCCC3C(=O)NCc3ccccn3)sc2n1 (centres undefined)
→ -4	3	7	-6	1.0	-7	8	i	5
- C=CCCC(=O)N1C[C@H]2CON(C)[C@H]2C[C@H]1c1cccc(Nc2ccccc2)c1
→ -3	-2	4	-2	-0.5	3	1	i	4
- O=C1ON=C(c2ccccc2)/C1=C/c1cccnc1
→ 1	4	-4	-5	0.0	17*	4	i	-2
- CS(=O)(=O)c1ccccc1-c1nnc(NC(=O)c2ccc(S(=O)(=O)N3CCCC3)cc2)o1
→ -6	0	6	4	0.1	-7	-15	i	-4
- COc1ccccc1NS(=O)(=O)c1ccc(OC)c(OC)c1
→ -10	0	-13	-4	-1.7	-8	-6	i	1
- Cc1ccc(C(=O)N(CC(=O)NC2CCCC2)Cc2cccs2)s1
→ -6	4	-11	4	-0.5	-3	-5	i	-7
- COc1ccc(C2c3[nH]c4ccccc4c3CCN2Cc2ccoc2)c(F)c1 (centres undefined)
→ 15	2	4	1	0.1	13	-1	+	-4
- COc1ccc(CCN2CC(C(=O)N(C)CC(=O)Nc3ccc(Cl)c(C(F)(F)F)c3)CC2=O)cc1OC (centres undefined)
→ 5	-4	9	-4	-0.2	-9	-6	i	0
- CC(=O)Nc1ccc(NC(=O)CSc2nccn2Cc2ccc(Cl)cc2)cc1
→ 2	4	14	3	-1.1	-5	11	i	-2
- CCc1ccc(CN2CCC(n3nccc3NC(=O)c3ccccc3C)CC2)cc1
→ -2	-1	-4	5	0.4	1	4	i	-10
